Bioassay records: PubChem BioAssay, several laboratories
GPR35 antagonists: inhibition of zaprinast-stimulated GPR35 beta-arrestin translocation – imaging, U2OS, beta-arrestin-GFP, zaprinast agonist, primary screen (AID 2058); inhibition, % at 10 µM, or IC50 in µM where a hit was titrated; U2OS GPR35 beta-arrestin-GFP translocation imaging, zaprinast antagonism; higher % means a stronger effect; hit rate 0.052% among 290,000;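 active = inhibition of at least 50% with at least 30 cells and total cytoplasm GFP at most 10,000,000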
KOR beta-arrestin-1: KOR antagonists, beta-arrestin recruitment, cell-based, luminescence, uHTS (AID 1778). KOR beta-arrestin recruitment, luminescence, antagonist mode; higher % means a stronger effect. hit rate 0.091% among 290,000. one-dose inhibition, % at 10 µM; IC50 in µM for titrated hits; in the data active = inhibition above about 50%; note: strong numbers were not always called active
West Nile virus CPE: inhibition of WNV-induced cytopathic effect – cell-based, CPE readout (AID 1621) | West Nile virus-infected cells, CPE inhibition; higher % means a stronger effect | CPE inhibition, % at 10 µM; hits with a dose series show IC50 in µM | hit rate 0.02% among 290,000; in the data active = a potency from the dose series; note: strong numbers were not always called active
GPR55 LPI antagonism: inhibition of LPI-stimulated GPR55 beta-arrestin translocation – imaging, U2OS, beta-arrestin-GFP, LPI agonist, primary screen (AID 2013) | U2OS GPR55 beta-arrestin-GFP translocation imaging, LPI antagonism; higher % means a stronger effect | inhibition, % at 10 µM, or IC50 in µM where a hit was titrated | hit rate 0.13% among 290,000;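 active = spots per cell inhibited over 60%, with over 100 cells counted and total cytoplasm intensity under 500,000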;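 note: U2OS cells stably carrying GPR55 and arrestin-GFP stimulated by 5 µM LPI near EC80; imaged beta-arrestin-GFP aggregate spots per cell after agonist stimulation; plate controls were LPI-stimulated DMSO wells for no effect and DMSO wells without LPI for full effect; some results filed as inactive read as strong as hits; confirmed hits need IC50 under 10 µM and bright autofluorescent wells are also inconclusive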
T cell modulator: modulates CD8 T cell binding to vesicles | calls only at 7 µM | hit rate 0.068% among 330,000 | AID 2052 | 2C CD8+ T cell-vesicle binding, flow cytometry; active compounds read low;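 active = response, share of CD8 T cells binding vesicles, and their 90th percentile fluorescence all below set limits, cut at about 80% in these data, passing the limit was not always enough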
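Assay system: 2C TCR transgenic mouse naive CD8+ T cells, MACS-purified | Read-out: CD8+ gate FL2 mean fluorescence as % of same-row positive control | Signal: High-throughput flow cytometry with anti-B7-1 and anti-CD8 staining | Timing: Binding step 1.5 h, 37 °C, antibody labelling 20 min, ice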
KOR beta-arrestin-2: kappa opioid receptor activators – cell-based, luminescence, uHTS, primary screen (AID 1777). KOR beta-arrestin recruitment, luminescence; higher % means a stronger effect. activation, % at 10 µM; hits with a dose series show EC50 in µM. hit rate 0.02% among 280,000; in the data active = activation above about 50%, passing the limit was not always enough; note: a part of the inactive calls stands beside numbers as strong as those of hits
Salmonella PhoP GFP: PhoP-dependent GFP reporter repression – Salmonella Typhimurium, primary screen (AID 1863); hit rate 0.16% among 300,000; inhibition, % at 50 µM; hits with a dose series show IC50 in µM; S. Typhimurium PhoP-regulated promoter GFP reporter, 4 h; higher % means a stronger effect;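 active = inhibition over 29.93%, a cutoff 3 SD above the screen mean, later confirmed by dose response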;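 note: 0% = low Mg2+ inducing control and 100% = high Mg2+ repressing control; strong numbers were not always called active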
NTR1 agonist: NTR1-driven beta-arrestin-GFP spot formation – imaging, U2OS cells, high content, primary screen (AID 493036). hit rate 0.17% among 330,000. agonist mode. activation, % at 20 µM. P30989;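 active = activation at or above 40% of the spot to cytoplasm intensity ratio, with at least 20 cells analyzed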;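 note: 0% = DMSO without peptide and 100% = 100 nM NTR1 peptide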
Target sequence (P30989 whole entry, looked up): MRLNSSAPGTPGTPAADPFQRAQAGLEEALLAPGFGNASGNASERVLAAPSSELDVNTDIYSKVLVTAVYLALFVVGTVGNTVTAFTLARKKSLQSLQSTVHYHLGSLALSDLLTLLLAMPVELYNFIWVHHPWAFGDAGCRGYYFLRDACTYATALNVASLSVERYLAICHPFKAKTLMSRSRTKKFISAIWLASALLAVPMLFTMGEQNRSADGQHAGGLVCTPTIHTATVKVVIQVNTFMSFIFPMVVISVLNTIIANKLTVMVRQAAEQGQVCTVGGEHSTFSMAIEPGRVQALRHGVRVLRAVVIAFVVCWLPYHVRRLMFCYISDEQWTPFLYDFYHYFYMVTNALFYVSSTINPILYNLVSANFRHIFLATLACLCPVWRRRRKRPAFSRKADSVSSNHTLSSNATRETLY
GPR55 beta-arrestin: GPR55 agonists via beta-arrestin recruitment, primary screen, imaging, U2OS cells, beta-arrestin-GFP redistribution (AID 1961); hit rate 0.048% among 290,000; U2OS GPR55 beta-arrestin-GFP redistribution imaging; higher % means a stronger effect; activation, % at 10 µM, or EC50 in µM where a hit was titrated;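 active = activation above 40% with more than 50 cells counted in the well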;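 note: U2OS osteosarcoma cells stably expressing GPR55 and beta-arrestin-GFP; plate controls were DMSO negative control for no effect and LPI positive control for full effect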
T cell modulator vesicle-bound %: recorded beside T cell modulator, whose call it bears; double positive events, %; measured here: CD8+ vesicle-bound cell fraction;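 binding gate set so that unloaded-vesicle control wells show 10% double positive cells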
NTR1 agonist cell count 20 µM: recorded beside NTR1 agonist, whose call it bears; cell count; measured here: cell count, cytotoxicity flag
Starred values were filed as active, the others as inactive; i = inactive; / = not tested or not shown; [ ] = remark or other dose.

Screens by letter – A = GPR35 antagonists; B = KOR beta-arrestin-1; C = West Nile virus CPE; D = GPR55 LPI antagonism; E = T cell modulator; F = T cell modulator vesicle-bound %; G = KOR beta-arrestin-2; H = Salmonella PhoP GFP; I = NTR1 agonist; J = NTR1 agonist cell count 20 µM; K = GPR55 beta-arrestin
Oc1cccc2ccc(/C=C/c3ccc(Br)s3)nc12
  A = 4%; B = 13%[20 µM]; C = -0.5%; D = 29%; E = i; F = 45; G = -2.5%; H = -3%; I = 4.7; J = 82; K = 0.2%
O=C(C1=C[C@H](c2ccccc2)C[C@H](OCc2ccc(CO)cc2)O1)N1CCCCCCC1
  A = -10%; B = 13%; C = /; D = 3%; E = /; F = /; G = -2.9%; H = 0%; I = /; J = /; K = -0.2%
Cc1no[n+]([O-])c1COc1ccc(/C=C2\NC(=S)NC2=O)cc1
  A = 22%; B = 5%; C = 0.4%; D = 9%; E = i; F = 42; G = -5.7%; H = -12%; I = 0.9; J = 53; K = 0.0%
Cc1ccc(S(=O)(=O)Nc2ccc(Cl)cc2)cc1NC(=O)c1cc2c(s1)CCCC2
  A = -8%; B = -41%; C = -1.6%; D = 6%; E = i; F = 49; G = 5.9%; H = 11%; I = 4.5; J = 70; K = 1.2%
CCn1cc(C(=O)N2CCN(C3CCCCC3)CC2)c2cc(OC)c(OC)cc2c1=O
  A = -8%; B = -9%; C = -0.1%; D = -1%; E = i; F = 26; G = -2.1%; H = 14%; I = 0.2; J = 23; K = -0.1%
COCCNC(=O)CSc1nc2cc(OC)c(OC)cc2c(=O)n1Cc1ccco1
  A = 10%; B = -2%; C = 0.1%; D = -10%; E = i; F = 21; G = 1.8%; H = 12%; I = -1.5; J = 83; K = -0.1%
COc1cc(/C=C(/C#N)c2ccccc2F)ccc1OCc1ccccc1
  A = 11%; B = 14%; C = -0.4%; D = 13%; E = i; F = 42; G = -4.6%; H = 27%; I = 0.6; J = 56; K = -0.3%
COc1ccc(-c2nnc(NC(=O)c3ccc(S(=O)(=O)N4COCC4(C)C)cc3)o2)cc1
  A = -2%; B = 13%; C = /; D = 24%; E = i; F = 55; G = 0.0%; H = 14%; I = -1.9; J = 63; K = -0.1%
CCCn1cc(S(=O)(=O)c2ccccc2)c(=O)c2cc(OC)c(OC)cc21
  A = 10%; B = -22%; C = 0.3%; D = 1%; E = i; F = 44; G = -4.5%; H = 4%; I = -1.0; J = 61; K = 22%
Cc1ccc(OCC(=O)N(Cc2cccs2)C2CCS(=O)(=O)C2)cc1C (stereo unspecified)
  A = -13%; B = -25%; C = -0.8%; D = -2%; E = i; F = 39; G = -1.5%; H = 2%; I = -0.5; J = 46; K = 0.2%

(cont.)
Screens by letter – A = GPR35 antagonists; B = KOR beta-arrestin-1; C = West Nile virus CPE; D = GPR55 LPI antagonism; E = T cell modulator; F = T cell modulator vesicle-bound %; G = KOR beta-arrestin-2; H = Salmonella PhoP GFP; I = NTR1 agonist; J = NTR1 agonist cell count 20 µM; K = GPR55 beta-arrestin
O=C(O)c1ccc2c(c1)C(=O)N(CCC1=CCCCC1)C2=O
  A = 11%; B = 16%; C = 0.3%; D = -3%; E = i; F = 22; G = -4.6%; H = -9%; I = -0.1; J = 61; K = 0.0%
Cc1nccn1CCc1n[nH]c(=S)n1Cc1ccccc1
  A = -11%; B = 19%; C = 0.2%; D = -1%; E = i; F = 29; G = -5.5%; H = 12%; I = -1.0; J = 39; K = -0.2%
O=C(Cn1ncn2c(cc3ccccc32)c1=O)NCCc1cccs1
  A = -4%; B = -19%; C = -0.5%; D = -4%; E = i; F = 22; G = 1.2%; H = -7%; I = 0.6; J = 88; K = -0.4%
O=C(Nc1ccccc1N1CCCCC1)c1ccc(F)cc1
  A = 4%; B = -35%; C = 0.2%; D = -7%; E = i; F = 40; G = -4.1%; H = 12%; I = 1.0; J = 56; K = -0.1%
Cc1ccccc1NS(=O)(=O)c1nnc(NC(=O)c2ccccc2C)s1
  A = -9%; B = 5%[20 µM]; C = 0.0%; D = 17%; E = i; F = 28; G = -0.3%; H = /; I = -0.4; J = 56; K = -0.2%
COc1ccccc1C(=O)NC(=S)/C=C1/N(C)c2ccccc2C1(C)C
  A = 9%; B = -11%; C = 0.3%; D = -4%; E = i; F = 38; G = 3.6%; H = 3%; I = 7.9; J = 56; K = 91%*
NC(=O)Cc1ccc(C(=O)c2ccccc2F)s1
  A = 1%; B = 28%; C = -0.2%; D = -1%; E = i; F = 44; G = -4.3%; H = 7%; I = -1.2; J = 26; K = -0.5%
Cc1noc(-c2ccccc2)c1NC(=O)Nc1ccc(Cl)cc1
  A = -5%; B = 7%; C = -0.9%; D = -2%; E = i; F = 15; G = -3.8%; H = -10%; I = 1.7; J = 49; K = -0.2%
O=C(Cc1coc2ccc3ccccc3c12)N1CCCC1
  A = 8%; B = -8%; C = 0.1%; D = 9%; E = i; F = 37; G = -4.4%; H = 8%; I = 1.6; J = 36; K = -0.4%
Cc1nnc(SCc2ccccc2)n1N
  A = -15%; B = -4%; C = /; D = -2%; E = i; F = 45; G = -1.1%; H = 1%; I = 0.1; J = 73; K = 0.6%

Brought forward from above: four compounds, then new ones.
Order of results: GPR35 antagonists, KOR beta-arrestin-1, West Nile virus CPE, GPR55 LPI antagonism, T cell modulator, T cell modulator vesicle-bound %, KOR beta-arrestin-2, Salmonella PhoP GFP, NTR1 agonist, NTR1 agonist cell count 20 µM, GPR55 beta-arrestin
- NC(=O)Cc1ccc(C(=O)c2ccccc2F)s1
  1%, 28%, -0.2%, -1%, i, 44, -4.3%, 7%, -1.2, 26, -0.5%
- Cc1noc(-c2ccccc2)c1NC(=O)Nc1ccc(Cl)cc1
  -5%, 7%, -0.9%, -2%, i, 15, -3.8%, -10%, 1.7, 49, -0.2%
- O=C(Cc1coc2ccc3ccccc3c12)N1CCCC1
  8%, -8%, 0.1%, 9%, i, 37, -4.4%, 8%, 1.6, 36, -0.4%
- Cc1nnc(SCc2ccccc2)n1N
  -15%, -4%, /, -2%, i, 45, -1.1%, 1%, 0.1, 73, 0.6%
- COCCNc1nnc(Cc2ccccc2)c(=O)[nH]1
  10%, 18%, -0.7%, -8%, i, 56, 0.4%, -5%, -0.2, 86, 0.0%
- O=C(Nc1cccnc1)c1cc(-c2cccs2)on1
  -1%, -51%, -0.5%, 2%, i, 10, 2.3%, -5%, -0.4, 79, -0.1%
- CC(C)(C)OC(=O)N[C@@H](COCc1ccccc1)C(=O)N[C@@H](CO)[C@H](O)[C@@H]1C[C@@H]1C(=O)N1CCCC1
  17%, -8%[20 µM], 0.1%, 9%, i, 39, 0.1%, /, 9.3, 54, -0.3%
- COC(=O)c1scc(S(=O)(=O)C(C)C)c1N/N=C(\C#N)C(=O)c1ccc(Cl)cc1
  13%, 3%, -0.3%, -5%, i, 34, /, 4%, 1.1, 47, -0.3%
- O=S(=O)(NC1CCCCCCC1)c1ccccc1
  10%, 1%[20 µM], -1.3%, 9%, i, 42, -3.8%, -5%, 0.1, 49, 0.5%
- CCCCc1nc(SCC(=O)Nc2ccc(S(N)(=O)=O)cc2)n[nH]1
  -10%, -28%, 0.0%, 8%, i, 57, 3.1%, -4%, -0.5, 40, -0.1%
- [O-][n+]1c2c(nn1-c1ccccc1)/C(=N/O)CCC2
  8%, -11%[20 µM], -0.2%, 13%, i, 42, /, 2%, -0.2, 72, -0.1%
- CCOc1ccc2nc(NC(=O)CS(=O)(=O)c3ccc(C)cc3)sc2c1
  -8%, -6%, -0.6%, -3%, i, 11, -8.5%, 6%, 1.6, 55, -0.2%
- COc1ccccc1CP(=O)(c1ccccc1)c1ccccc1
  -15%, 14%, -0.9%, 33%, i, 25, -4.7%, 8%, 2.7, 37, 0.3%
- Cc1ccccc1CSc1nnc(-c2ccccc2)c(=O)[nH]1
  1%, -13%, 0.3%, 5%, i, 49, 4.2%, -10%, -1.4, 23, -0.4%
- CCc1ccccc1-n1nnnc1SCC(=O)Nc1cc(C)on1
  10%, 13%, 0.9%, -5%, i, 5, -6.6%, 5%, -1.9, 37, 0.1%
- CCC(C)N(C(=O)COC(=O)C1C(C(=O)OC)=C(C)NC(C)=C1C(=O)OC)C1CCS(=O)(=O)C1 (stereo unspecified)
  8%, -30%, -0.6%, -12%, i, 60, -0.8%, -2%, 2.1, 80, -0.3%
- CCc1ccc(/C=C2/SC(=S)N(CCC(=O)Nc3cccc(C(=O)O)c3)C2=O)cc1
  -10%, -47%, -1.2%, -3%, i, 6, 6.2%, -15%, 1.2, 49, -0.2%
- CCOc1ccc(-c2nnn(CC(=O)NCc3ccc4c(c3)OCO4)n2)cc1
  -8%, 17%, 0.0%, 0%, i, 14, -6.3%, -3%, -0.8, 43, 0.1%
- COc1ccc(CNC(=O)COC(=O)c2n[nH]c3ccccc23)cc1OC
  -8%, -7%, 0.7%, 0%, i, 27, -3.0%, 0%, -0.5, 80, -0.3%
- CCOC(=O)c1cc(C)n(S(=O)(=O)c2ccc(C)cc2)c1C
  13%, -33%, -0.6%, 9%, i, 55, 3.7%, -4%, 5.7, 34, 0.8%
- COCCNC(=O)C(c1ccc(F)cc1)N(Cc1ccccc1)C(=O)CCC(=O)Nc1nccs1 (stereo unspecified)
  5%, -8%, -1.6%, 8%, i, 7, 0.7%, 0%, -1.7, 58, -0.2%
- COc1cccc(-c2nc3ccccc3s2)c1O
  2%, -42%[20 µM], -0.9%, 9%, i, 63, -2.0%, 3%, 4.7, 41, 0.1%
- CC(Cn1nnc2ccccc21)C(=O)O (stereo unspecified)
  7%, 9%, 0.4%, 13%, i, 44, -1.0%, -7%, 1.3, 61, 0.1%
- Cc1ncc([N+](=O)[O-])n1CC(=O)Nc1ccccc1
  -3%, -27%, 0.4%, -5%, i, 44, 2.4%, 5%, 1.3, 47, -0.5%
